Source: PubChem BioAssay (several laboratories)
Peg3 prom inh – Peg3 promoter activity inhibition; HeLa PEG-Prom luciferase reporter, luminescence, overnight; inhibition, % at 20 µM; 1.7% of 360,000 active;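 active = inhibition of at least 50% at 20 µM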
Shn3 inh set2 – Schnurri-3 reporter inhibition in Clone20 osteoblasts; 0.52% of 360,000 active; AID 588674; Clone20 osteoblast Shn3 3'UTR firefly luciferase, 24 h; inhibition, % at 12.5 µM;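 active = mean inhibition of at least 75% with every replicate also reaching 75%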;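 also: 0% = median of neutral control wells and 100% = pilot-screen positive control compound; some compounds past the cut are filed as inactive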
H9c2 protect – protects H9c2 cardiomyocytes from peroxide injury; protection from H2O2 cell death, % at 20 µM; H2O2 injury protection, ATPLite, 2 h; 0.63% of 360,000 active;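 active = compounds giving at least 50% protection of heart cells from peroxide-induced death in the single-dose screen, raw or plate-pattern-corrected value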;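 also: 0% = DMSO wells with peroxide and 100% = DMSO wells without peroxide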
HIF-2a inh – HIF-2a inhibition; 786-0 RCC cells HIF-2a reporter, luciferase luminescence, overnight; inhibition, % at 18.8 µM; 0.72% of 360,000 active;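 active = inhibition of the luminescence signal of 40% or more relative to plate controls, in a single-dose primary screen at 18.75 µM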
MITF TRPM1 inh – MITF TRPM1 promoter inhibition in SK-MEL-5 cells | inhibition, % at 12.5 µM | SK-MEL-5 TRPM1 promoter luciferase, 24 h | 0.83% of 330,000 active;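 active = mean inhibition across replicates of 60% or more, whatever share of single replicates reaches that level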; also: values of inactives mirror those of a sister screen read the other way
iPSC survival up – hiPSC single-cell survival enhancement. ATPlite luminescence; 100% = ROCK inhibitor wells, 0% = DMSO. survival enhancement, % at 20 µM. 0.044% of 360,000 active. AID 602274; in the data active = survival enhancement above about 18%;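 also: cells exposed to compounds for 16 hours before the ATP read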
PDI inh – PDI (human) enzyme inhibition; AID 588391; 0.052% of 350,000 active; inhibition, % at 10 µM; PDI insulin aggregation turbidity, A650, 90 min;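 active = mean inhibition across replicates of 30% or more, whatever share of single replicates reach that level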;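 also: absorbance from insulin aggregation driven by PDI reduction with DTT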
Target sequence (P07237 whole entry, looked up): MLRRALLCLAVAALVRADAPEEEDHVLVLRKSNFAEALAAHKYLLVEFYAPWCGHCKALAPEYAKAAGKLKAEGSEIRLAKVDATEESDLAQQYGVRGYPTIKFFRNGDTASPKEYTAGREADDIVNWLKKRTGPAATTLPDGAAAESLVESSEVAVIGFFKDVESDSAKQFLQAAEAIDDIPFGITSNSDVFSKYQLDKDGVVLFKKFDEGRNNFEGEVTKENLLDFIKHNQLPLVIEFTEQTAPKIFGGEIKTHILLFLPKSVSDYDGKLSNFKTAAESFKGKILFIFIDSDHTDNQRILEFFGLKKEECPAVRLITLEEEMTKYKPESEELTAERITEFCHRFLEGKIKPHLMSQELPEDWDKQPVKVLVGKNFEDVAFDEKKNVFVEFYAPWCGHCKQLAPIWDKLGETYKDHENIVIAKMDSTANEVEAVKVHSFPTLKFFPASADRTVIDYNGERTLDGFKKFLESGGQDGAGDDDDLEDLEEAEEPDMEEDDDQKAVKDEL
m5-HT2A agonist – activates the mouse 5-HT2A serotonin receptor. activation, % at 7.6 µM. P35363. CHO-K1 mHTR2A beta-arrestin complementation, luminescence; percent of 30 µM serotonin response. 0.66% of 360,000 active;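 active = activation above a run cutoff, the mean activation of all tested compounds plus 3 SD, cut at about 14% in these data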;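 also: 0% = plate median of compound wells and 100% = 30 µM serotonin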
Target sequence (P35363 whole entry, looked up): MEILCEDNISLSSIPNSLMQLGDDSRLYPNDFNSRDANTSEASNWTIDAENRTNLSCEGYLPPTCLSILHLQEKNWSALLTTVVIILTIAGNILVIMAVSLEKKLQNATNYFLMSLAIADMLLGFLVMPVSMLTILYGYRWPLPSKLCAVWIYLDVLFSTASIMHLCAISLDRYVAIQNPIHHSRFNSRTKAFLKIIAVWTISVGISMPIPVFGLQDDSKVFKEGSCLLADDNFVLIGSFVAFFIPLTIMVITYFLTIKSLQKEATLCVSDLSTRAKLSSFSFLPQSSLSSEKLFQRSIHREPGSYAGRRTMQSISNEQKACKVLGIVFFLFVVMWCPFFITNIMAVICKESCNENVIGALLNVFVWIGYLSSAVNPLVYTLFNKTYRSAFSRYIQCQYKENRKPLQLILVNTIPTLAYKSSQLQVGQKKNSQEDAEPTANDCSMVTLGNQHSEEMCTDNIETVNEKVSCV
NR2E3 ag-1 – activates human NR2E3 receptor | AID 602229 | Q9Y5X4 | 0.35% of 360,000 active | inhibition of corepressor binding, % at 3.98 µM | CHO-S Gal4-NCOR/VP16-NR2E3 two-hybrid, luciferase;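 active = inhibition above the mean of all tested compounds plus 3 SD, cut at about 70% in these data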;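 also: 0% = DMSO with NR2E3 transfected cells and 100% = cells lacking NR2E3 construct; higher means lower luciferase signal from less NR2E3 corepressor binding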
CaV13 FRET inh – Primary screen for inhibitors of IQ motif and Ca2+-dependent inactivation inhibitor domain binding in CACNA1D, Förster resonance energy transfer in living cells, …; HEK cells, CFP/YFP FRET ICDI-IQ, plate reader, 10 min; percent FRET-ratio fall versus neutral wells; inhibition, % at 12.3 µM; 0.098% of 340,000 active;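 active = mean replicate inhibition of at least 30% and at least 1% of replicates passing that level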;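 also: 0% = median of the neutral control wells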
NR2E3 ag-2 – agonists of human nuclear receptor NR2E3; Q9Y5X4; GST-NR2E3/biotin-RetCOR TR-FRET, 1536-well; inhibition of corepressor binding, % at 4.78 µM; 0.12% of 320,000 active; AID 2300;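 active = percent inhibition above the cutoff of mean plus 3 SD of all tested compounds, set per screening campaign, cut at about 20% in these data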;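 also: 0% = DMSO wells and 100% = biotin wells as full block of FRET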
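Material: NR2E3–RetCOR corepressor complex / Incubation: Compound–protein incubation for 5 h at 4 °C / Dosing: compound at 4.8 µM, single dose / Detection: time-resolved FRET / Benchmarks: high control biotin, low control 0.6% DMSO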
Active calls of the source: *; x = not tested or not shown.

# | smiles | Peg3 prom inh | Shn3 inh set2 | H9c2 protect | HIF-2a inh | MITF TRPM1 inh | iPSC survival up | PDI inh | m5-HT2A agonist | NR2E3 ag-1 | CaV13 FRET inh | NR2E3 ag-2
1 | COc1cc(Br)c(C2CC(=O)Nc3cc(OC)c(OC)cc32)cc1OC (stereo not given) | 7 | 0 | -3 | 25 | -1 | -0.5 | -6 | 4 | 4 | -4 | x
2 | COc1ccc(-n2nc3c(c2NC(=O)c2ccc(S(=O)(=O)N4CCOCC4)cc2)CS(=O)(=O)C3)cc1 | 7 | -8 | 2 | 13 | 12 | 0.2 | -5 | 12 | 13 | -3 | 1
3 | Cc1cc(N2CCN(C)CC2)nc(N2CCOCC2)n1 | 16 | 5 | 1 | 19 | -23 | -0.6 | -5 | -4 | 1 | -5 | 4
4 | N#Cc1nc(-c2ccccc2Cl)oc1NCc1ccco1 | -70 | -32 | -10 | -106 | 3 | 1.3 | -11 | -3 | -61 | -7 | -1
5 | O=C(Nc1ccc2c(c1)CCC2)c1c(F)cccc1Cl | -298 | -67 | -10 | -248 | -88 | -1.9 | 8 | -5 | -74 | -3 | -4
6 | CCCc1cc2nnc(SCC(=O)N(C)C3CCCCC3)n2c(N)n1 | 0 | 11 | 0 | 2 | -5 | -0.1 | -6 | 10 | -13 | -7 | 1
7 | COC(=O)c1cc(OC)c(OC)cc1NC(=O)c1cc(C(C)(C)C)oc1C | 17 | 9 | 2 | 20 | 8 | -0.4 | 2 | 4 | -11 | 0 | 2
8 | CCCCC1CCC(C(=O)N(CCCC)c2c(N)n(CCCC)c(=O)[nH]c2=O)CC1 (stereo not given) | 21 | 69 | 10 | 19 | 91* | 0.2 | 8 | -2 | -16 | -10 | 2
9 | Cc1ccc(C)c(NC(=O)CCN2C(=O)[C@@H]3Cc4ccccc4CN3C2=O)c1 | -3 | -6 | 8 | -2 | -6 | 0.4 | 9 | 7 | 0 | -3 | 1
10 | O=C1CC(N2CCN(CCc3ccccn3)CC2)C(=O)N1c1ccc(Cl)cc1 (stereo not given) | -25 | 9 | -7 | -23 | 2 | -1.8 | -2 | 4 | -3 | x | 3
11 | Nn1c(SCC(=O)Nc2cccc(Br)c2)nnc1C1CC1 | -5 | 6 | 2 | -10 | -3 | -0.4 | -3 | -4 | 6 | -5 | x
12 | CCn1c(=O)c2ccccc2n2c(SCC(=O)N3CCc4ccccc4C3)nnc12 | 17 | -35 | 30 | -1 | -6 | -0.8 | -7 | 3 | 8 | -5 | 4
13 | COc1ccccc1N1CCN(C(=O)COc2ccc(Cl)cc2Br)CC1 | 0 | 15 | 4 | 2 | 7 | 0.7 | -6 | -2 | -7 | x | 4
14 | COc1ccc(N(C(=O)c2ccco2)C(C(=O)NC2CCCC2)c2cc(OC)c(OC)c(OC)c2)cc1 (stereo not given) | 9 | -6 | -1 | 7 | 9 | 0.7 | -3 | -1 | -3 | -8 | 3
15 | CN(C)CCCNC(=O)CCC1CCCCC1 | -1 | 7 | 25 | 12 | -10 | 4.4 | 3 | 1 | -12 | -5 | 1
16 | Cc1ccc(S(=O)(=O)Nc2cccc(C(=O)NCC3CCCO3)c2)cc1F (stereo not given) | 6 | 6 | -2 | 9 | 7 | 0.4 | -23 | 1 | 10 | -6 | 0
17 | O=S(=O)(Nc1ccc(Cc2ccncc2)cc1)c1ccc(Cl)c(Cl)c1 | 32 | 45 | -22 | 30 | 9 | -2.1 | -4 | -5 | 24 | -7 | 4
18 | CCOC(=O)c1sc2ncnc(N3CCN(c4ccc(OC)cc4)CC3)c2c1C | 22 | 5 | 3 | 13 | 9 | 2.3 | 3 | 3 | 8 | x | -2
19 | CCOC(=O)N1CCN(C(c2ccccc2)c2sc3nc(C)nn3c2O)CC1 (stereo not given) | -7 | 12 | 5 | -8 | -2 | -0.9 | 1 | 3 | -38 | -6 | 1
20 | C[C@@H]1CN([C@H](C)CO)C(=O)CCCn2nncc2CO[C@H]1CN(C)C(=O)Nc1ccnc(N2CCOCC2)c1 | -8 | -23 | 3 | 3 | x | -1.4 | -1 | 9 | -9 | -3 | x

Compounds above with fluorine, in the order listed:
# | smiles | Peg3 prom inh | Shn3 inh set2 | H9c2 protect | HIF-2a inh | MITF TRPM1 inh | iPSC survival up | PDI inh | m5-HT2A agonist | NR2E3 ag-1 | CaV13 FRET inh | NR2E3 ag-2
5 | O=C(Nc1ccc2c(c1)CCC2)c1c(F)cccc1Cl | -298 | -67 | -10 | -248 | -88 | -1.9 | 8 | -5 | -74 | -3 | -4
16 | Cc1ccc(S(=O)(=O)Nc2cccc(C(=O)NCC3CCCO3)c2)cc1F (stereo not given) | 6 | 6 | -2 | 9 | 7 | 0.4 | -23 | 1 | 10 | -6 | 0

Next structures:
# | smiles | Peg3 prom inh | Shn3 inh set2 | H9c2 protect | HIF-2a inh | MITF TRPM1 inh | iPSC survival up | PDI inh | m5-HT2A agonist | NR2E3 ag-1 | CaV13 FRET inh | NR2E3 ag-2
21 | Cc1ccccc1-n1c(SCC(=O)N2CCCC2)nnc1-c1ccccn1 | -5 | 11 | -2 | 18 | 16 | 2.1 | 3 | 0 | 11 | 0 | 0
22 | CC(OC(=O)c1ccc([N+](=O)[O-])o1)C(=O)NC1CCCCC1C (stereo not given) | 16 | -4 | -5 | -3 | 44 | -0.1 | 1 | -4 | -47 | -14 | -2
23 | CCOC(=O)Cc1csc(SC(C)C(=O)NCC(=O)Nc2ccc(F)c(F)c2F)n1 (stereo not given) | -3 | 10 | 3 | 6 | 11 | 0.1 | 1 | 5 | -20 | -6 | 4
24 | CC(/C=C/c1ccccc1)=N\Nc1nc(C)cc(C)n1 | -156 | -1 | 0 | -135 | -32 | -1.1 | 4 | -3 | -33 | -5 | -1
25 | O=C(Nc1nnc(C2CC2)s1)c1cccs1 | -105 | -57 | 4 | -166 | -78 | 0.0 | -2 | 0 | -62 | x | 2
26 | CC(=O)CSc1nnc2cc(C)c3ccccc3n12 | -14 | -9 | -6 | -8 | 7 | -0.2 | 2 | 3 | -17 | -19 | 2
27 | COc1ccc(OC)c(CN2CCN(Cc3cc(OC)c(OC)c(OC)c3)CC2)c1 | 16 | -1 | 2 | 6 | 17 | -0.1 | 1 | -4 | 10 | -3 | -1
28 | CN(C(=O)c1ccc(NC(=O)Cc2ccc(NC(=O)C3CCN(C(=O)CCc4ccccc4)CC3)cc2)cc1)C1CCCC1 | 6 | 2 | -14 | 1 | 5 | 2.5 | 8 | -4 | -28 | -7 | x
29 | CN(C)CCCNC(=S)NCC(c1ccc(Cl)cc1Cl)c1c[nH]c2ccccc12 (stereo not given) | 103* | 5 | -2 | 12 | 46 | -0.3 | 1 | -8 | -25 | -4 | 5
30 | O=C(O)c1cccc(NC(=S)NC(=O)c2ccc(-c3ccccc3)cc2)c1 | -204 | -14 | 2 | -51 | -6 | -0.2 | -3 | 2 | -67 | -5 | 0
31 | Cc1ccc(Nc2nc(N)c(C#N)c(CC#N)c2C#N)cc1 | -55 | 1 | 0 | -48 | -45 | 1.7 | -2 | 5 | 4 | -2 | 0
32 | N/C(=N\OC(=O)/C=C/c1ccccc1)c1ccccc1 | -335 | -98 | -16 | -412 | -82 | -0.6 | -4 | 0 | -111 | x | 2
33 | Cc1cccc(N2CCN(c3nc4ccccc4n4cnnc34)CC2)c1C | -8 | 4 | -15 | -36 | -31 | -0.1 | 13 | 1 | -31 | -9 | 3
34 | COc1ccc(N2CCN(C(=O)CCCCn3c(=O)[nH]c4ccsc4c3=O)CC2)cc1 | 12 | 11 | 0 | 3 | 5 | 0.5 | -5 | -1 | -26 | -6 | -2
35 | COc1ccc(OC)c(S(=O)(=O)N2CCN(c3ncccn3)CC2)c1 | 20 | 14 | 6 | 28 | 9 | -0.7 | -3 | 1 | -27 | -4 | 0
36 | Cc1nnsc1C(=O)Nc1ccc(S(=O)(=O)N2CCCC(C)C2)cc1 (stereo not given) | -4 | 26 | -12 | 1 | 13 | 0.1 | 1 | 1 | 19 | -2 | 4
37 | CC(=O)NCCc1ccc(-c2csc(NC(=O)C3CC(=O)N(C4CCCC4)C3)n2)cc1 (stereo not given) | -5 | 0 | -7 | -7 | -5 | 0.0 | -5 | 9 | 14 | -6 | x
38 | CCC(=O)Nc1cc(-c2nn(C)c(=O)c3ccccc23)ccc1OC | 9 | -76 | -9 | -13 | 19 | -0.5 | 3 | 1 | 8 | -6 | 1
39 | COc1ccc(C2=NN(c3ccc(C(=O)O)cc3)C(c3ccc(OC)c(OC)c3)C2)cc1 (stereo not given) | 10 | -15 | 6 | 1 | -9 | -0.3 | 8 | -3 | 7 | -3 | 1
40 | Cc1ccnc(NC(=O)c2ccc(S(=O)(=O)N3CCCC3)cc2)c1 | -80 | -17 | 1 | -71 | 6 | -0.4 | 3 | -2 | -17 | -6 | 1
41 | Nc1nnc(Cc2c[nH]c3ccccc23)s1 | 8 | -12 | -2 | -1 | 24 | 0.3 | -3 | -3 | 1 | -6 | 2
42 | N#CC12COC3(CCCCC3C1(C#N)C#N)OC2=N (stereo not given) | -2 | -27 | -4 | 12 | -7 | 6.2 | 5 | 4 | 0 | -11 | 3
43 | CC(C)Cn1c(N)c(C(=O)CSc2nc3ncc(Cl)cc3[nH]2)c(=O)n(C)c1=O | 7 | 59 | 1 | 0 | 2 | 2.1 | -4 | -5 | 18 | -14 | -3
44 | CN(CC(=O)Nc1c(Cl)cccc1Cl)C(=O)c1cccc(-n2cccc2)c1 | 3 | 10 | -5 | 19 | 8 | 0.2 | 5 | -6 | -30 | -6 | 3
45 | O=C1CC(=O)Nc2cc(S(=O)(=O)N3CCOc4ccc(Cl)cc43)ccc2N1 | 17 | 10 | 48 | 17 | x | 0.4 | x | -4 | -16 | -2 | 0
46 | O=C(Cn1c(=O)n(Cc2ccco2)c(=O)c2c3c(sc21)CCCCC3)Nc1ccccc1 | 17 | -21 | -3 | -1 | -6 | 0.1 | -5 | 11 | -5 | -10 | -3
47 | O=C(NCc1ccc(Cl)cc1)c1cccnc1 | -9 | -2 | -2 | 13 | -7 | 1.0 | -12 | -3 | -6 | -1 | -1
48 | COc1cc(NC(=O)c2ccc(C)cc2)ccc1NC(=O)c1cc2ccccc2o1 | 11 | 1 | -9 | 8 | 8 | -0.3 | -10 | -1 | -53 | -4 | 3
49 | Cc1cnc(N)c2c(=O)oc3ccccc3c12 | -11 | 1 | 13 | -19 | x | 0.2 | -10 | 5 | -80 | -5 | 4
50 | COc1ccc(CC(NC(C)=O)C(=O)NC2CCN(C(=O)c3cnccn3)CC2)cc1 (stereo not given) | 2 | -5 | 0 | 16 | -1 | 1.2 | 12 | -3 | -12 | -4 | -1
51 | N#CC(c1cccc(Cl)c1)c1ccc2c(C(F)(F)F)cc(C(F)(F)F)nc2n1 (stereo not given) | 57* | 88* | -34 | 14 | 74* | 0.6 | 5 | -2 | 110* | -5 | 1
52 | O=C(NCCCc1ccccc1)c1cnc2n(c1=O)CCS2 | -183 | -59 | 2 | -189 | -38 | 7.0 | -5 | -3 | -73 | -4 | 1
53 | CC(C)OC(=O)CCCCCN1C(=O)CSC1=S | 1 | -9 | -15 | 16 | 4 | -2.9 | 3 | -3 | -14 | -5 | -3
